Compound activity: PubChem, several laboratories
PPC-1+TRAIL kill: compounds killing PPC-1 cancer cells with TRAIL present, primary screen, TRAIL potentiator project, ATPLite luminescence, uHTS | cell killing (% activity), % at 4 µM | 220,000 compounds, 0.41% hits | PPC-1 cells + TRAIL, ATPLite viability luminescence;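 active = cell killing above 50% in the first pass at 4 µM, then a duplicate retest at 5 µM averaging 50% or more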;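 also: plate controls were cells with TRAIL plus DMSO for no effect and medium-only wells lacking cells for full effect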
RBBP9 inh: human RBBP9 inhibitors, primary screen, biochemical, fluorescence polarization, FP-Rh probe, HTS | recombinant RBBP9 | inhibition, % at 7.94 µM | 220,000 compounds, 0.2% hits;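 active = inhibition above the campaign mean of all tested compounds plus 3 SD, cut at about 14% in these data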;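 also: plate controls were DMSO wells with RBBP9 for no effect and wells lacking RBBP9 protein for full effect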
Target sequence (O75884 whole entry, looked up): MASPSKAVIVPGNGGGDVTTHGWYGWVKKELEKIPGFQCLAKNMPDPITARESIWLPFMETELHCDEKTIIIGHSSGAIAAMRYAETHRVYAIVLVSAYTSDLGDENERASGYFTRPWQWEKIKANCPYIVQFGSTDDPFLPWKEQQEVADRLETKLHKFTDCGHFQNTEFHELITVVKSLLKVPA
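Controls: DMSO-treated enzyme wells and wells lacking RBBP9 | Material: RBBP9 protein | Technique: Fluorescence polarization | Replication: Single well per compound, no replicates | Buffer or medium: Tris-NaCl-Pluronic buffer, pH 8.0 | Timing: 30 min compound preincubation, 45 min probe labeling, 25 °C | Read-out basis: Percent inhibition from mP, scaled between DMSO and no-protein wells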
BaF3 parental: parental Ba/F3 cell viability inhibition, counter-screen for JAK2V617F inhibitor project, murine pro-B, CellTiter-Glo luminescence | CellTiter-Glo ATP luminescence | inhibition, % at 5.6 µM | 220,000 compounds, 1.1% hits | AID 1486, 2009;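 active = inhibition above a per-campaign cutoff, the mean inhibition of all tested compounds plus 3 SD, cut at about 27% in these data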;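 also: 0% = DMSO wells and 100% = JAK Inhibitor I control wells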
TNF necrop inh: inhibitors of TNF-alpha triggered necroptosis, primary screen, cell-based, Jurkat FADD-/-, single concentration | activation (protection from cell death), % at 10 µM | 220,000 compounds, 0.068% hits | Jurkat FADD-/- TNF necroptosis rescue, ATP luminescence, 24 h; 0 = TNF only, 100 = no-TNF cells | AID 463075, 2010;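 active = activation, meaning protection from cell death, of at least 50% relative to plate controls; inactive = activation below 50%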;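 also: necroptosis triggered by 40 ng/mL TNF-alpha added together with compound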
zfTRPN1 agonist: zebrafish TRPN1 channel agonists, primary screen, cell-based, HEK293, calcium fluorescence; transient receptor potential cation channel N1 (TRPN1/NompC), Danio rerio; HEK293 zebrafish TRPN1-YFP, Fluo-8 calcium fluorescence; 100% = response to 87 µM carbachol; activation, % at 3 µM; 220,000 compounds, 0.18% hits; AID 1424, 2008;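 active = activation above its plate's cutoff, the mean activation of test wells on that plate plus 3 SD, cut at about 19% in these data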;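 also: 0% = DMSO alone and 100% = 87 µM carbachol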
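Material: zebrafish TRPN1-YFP in HEK293 cells. Doses: one dose of 3 µM, 0.3% DMSO. Incubation: dye 1 h 37 °C plus 30 min RT. Measured by: intracellular calcium fluorescence with Fluo-8.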
Ba/F3 V617F tox: reduced viability of JAK2V617F-dependent Ba/F3 cells, primary screen, JAK2V617F inhibitor project, cell-based, Ba/F3 EpoR-JAK2V617F, luminescence; ATP luminescence; inhibition, % at 5.6 µM; 220,000 compounds, 1.1% hits; AID 1446, 2008;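 active = inhibition above the campaign mean plus 3 SD over all tested compounds, cut at about 24% in these data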;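 also: cytokine-independent growth of Ba/F3 cells driven by EpoR plus mutant JAK2; 0% = DMSO-treated cells and 100% = JAK inhibitor I control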
TRPML3 agonist: human TRPML3 channel agonists, primary screen, cell-based, HEK293 TRPML3-YFP, Fluo-8 calcium fluorescence, 3 µM; 100% = the carbachol control signal; activation, % at 3 µM; 220,000 compounds, 0.29% hits; AID 1448, 2008;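 active = activation above its plate's cutoff, the mean activation of the plate's test wells plus 3 SD, cut at about 12% in these data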;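 also: 0% = DMSO only wells and 100% = carbachol wells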
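Test system: HEK293 cells stably carrying human TRPML3-YFP; Doses: single dose, 3 µM final nominal compound, 0.3% DMSO final; Schedule: dye loading 1 h 37 °C then 30 min ambient, 125 s read; Technique: Fluo-8 calcium fluorescence; Benchmarks: high control carbachol 87 µM, low control DMSO.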
Wee1 degr inh: Wee1 degradation inhibitors, primary screen, cell-based, HeLa, Wee1K328M-luciferase, luminescence. 220,000 compounds, 1.2% hits. reporter increase, % at 5 µM. Wee1-like protein kinase (Homo sapiens), P30291. HeLa Luc-Wee1K328M stability; 100% = proteasome inhibitor MG132 effect. AID 1321, 2008;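 active = activation above the mean of all tested compounds plus 3 SD, set per screening run, cut at about 8.8% in these data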;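 also: cells exposed to compound for 20 h before luminescence read; 0% = DMSO alone and 100% = MG132 at 30 µM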
Target sequence (P30291 whole entry K328M): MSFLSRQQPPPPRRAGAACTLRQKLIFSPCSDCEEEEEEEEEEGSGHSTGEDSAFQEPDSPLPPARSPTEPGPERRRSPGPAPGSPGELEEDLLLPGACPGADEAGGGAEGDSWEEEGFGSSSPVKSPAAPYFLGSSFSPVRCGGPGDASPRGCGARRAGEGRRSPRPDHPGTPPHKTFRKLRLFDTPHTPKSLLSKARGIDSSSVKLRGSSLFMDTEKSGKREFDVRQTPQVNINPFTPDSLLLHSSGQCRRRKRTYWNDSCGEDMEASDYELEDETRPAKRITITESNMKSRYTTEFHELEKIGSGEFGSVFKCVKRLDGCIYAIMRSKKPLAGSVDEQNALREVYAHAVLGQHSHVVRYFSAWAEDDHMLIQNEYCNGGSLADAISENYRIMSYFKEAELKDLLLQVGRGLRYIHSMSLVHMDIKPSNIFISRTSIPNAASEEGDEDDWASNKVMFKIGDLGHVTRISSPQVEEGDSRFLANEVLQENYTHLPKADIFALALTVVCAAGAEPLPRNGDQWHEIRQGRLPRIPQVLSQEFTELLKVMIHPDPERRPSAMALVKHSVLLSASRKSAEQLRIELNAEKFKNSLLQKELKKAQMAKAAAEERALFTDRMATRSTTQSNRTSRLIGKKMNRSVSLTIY
CHOP inhibitor: inhibitors of CHOP promoter induction, primary screen, cell-based, unfolded protein response, luciferase reporter. 220,000 compounds, 3.8% hits. AID 2732, 2010. inhibition, % at 10 µM. CHO-K1 CHOP-promoter luciferase, tunicamycin-induced, 15-18 h;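 active = compounds that reduced the stress-induced luciferase reporter signal by more than about 70% of percent inhibition, limit read from the data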;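 also: 0% = tunicamycin plus vehicle and 100% = wells without tunicamycin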
* = called active by the depositor; . = no result given; & = joins results of further samples; [ ] = another dose, or the depositor's remark. Compounds were not picked by outcome; 6.8% or so of the library scored in one or more.

SMILES	PPC-1+TRAIL kill	RBBP9 inh	BaF3 parental	TNF necrop inh	zfTRPN1 agonist	Ba/F3 V617F tox	TRPML3 agonist	Wee1 degr inh	CHOP inhibitor
O=C1Nc2ncccc2OC1CCO (centres undefined)	-8	2	5	0.9	0.2	0	0.8	1	18
O=C(Nc1cccc(O)c1)c1noc2c1CCCCC2	-2	-1	5	-2.7	-0.1	2	0.5	4	8
Cc1ccc(S(=O)(=O)/N=C(/c2ccccc2)N2CCOCC2)c(C)c1	6	0	7	-0.1	1.5	1	0.8	2	10
Cc1cc(C)c2c(N)c(C(=O)c3ccccc3Cl)sc2n1	14	-11	1	-7.8	0.8	0	-0.3	-2	12
COc1ccc(C(=O)n2c(-c3ccco3)nc3ccccc32)cc1	12	-3	8	-9.9	-1.2	10	-1.0	3	.
COc1ccc2oc(=O)c(-c3csc(Nc4ccc(O)cc4)n3)cc2c1	24	7	28*	-15	-1.3	60*	-1.7	-2	-100
Cc1n[nH]c(C)c1SCC(=O)Nc1ccc(F)cc1	3	-8	0	-0.1	0.5	-4	0.6	-2	21
Cc1ccc(/C=C/C(=O)Nc2cc(S(N)(=O)=O)ccc2O)cc1	-5	-8	0	0.3	0.1	-4	0.5	-1	-4
O=C(O)CCCCCN1C(=O)/C(=C\c2ccncc2)SC1=S	3	-11	1	-1.4	0.9	1	0.2	2	7
Cc1cc(C)n2nc(SCC(=O)Nc3ccccc3)nc2n1	12	-1	2	1.7	0.7	-2	0.5	5	7
CCCCNS(=O)(=O)c1ccc(OC)c(Cl)c1Cl	-1	-8	4	-0.2	-1.8	-2	-0.7	4	6
CCNc1nc(N2CCCC2)nc(N2CCCC2)n1	0	-2	8	0.8	0.5	5	0.5	3	38
Cn1nc(CC(=O)NC2CCCCCCCCCCC2)c2ccccc2c1=O	13	-2	0	0.2	-0.2	-2	-0.1	3	61
CCN1C(=O)C(F)(CC)C(=O)c2ccccc21 (centres undefined)	-10	-8	6	-0.1	0.4	3	1.1	-2	-3
O=C1NC(=O)C(CC(=O)N(Cc2ccco2)C2(C(=O)NC3CCCCC3)CCCCC2)N1 (centres undefined)	24	-5	8	1.5	-0.2	-1	0.0	0	-7
Cc1cccc(Cn2c(SCCO)nc3c2c(=O)n(C)c(=O)n3C)c1	2	-8	6	-1.4	-0.6	1	0.2	0	17
COc1ccc(C2CC(c3ccc(OC)cc3)n3nc(NC(=O)c4ccco4)nc3N2)cc1 (centres undefined)	11	-2	6	-0.3	1.0	0	1.1	-1	20
CCN(CC)S(=O)(=O)c1ccc(Cl)c(C(=O)Oc2cccnc2)c1	6	-6	1	-3.7	-1.0	-2	-0.2	-3	-8
CC(C)OCCCNC(=O)CCN1C(=O)COc2ccccc21	-14	-15	7	-0.3	2.4	1	1.2	5	5
CCOc1ccc(NC(=O)c2ccc3snnc3c2)cc1	20	-4	2	-1.5	3.3	-2	1.0	0	5
O=C(NCC(c1cccnc1)N1CCN(c2ccc(F)cc2)CC1)c1ccc2c(c1)OCO2 (centres undefined)	15	0	7	-1.2	1.4	1	1.5	2	15
O=C(C1CC1)N1CCN=C1SCc1ccc(Cl)cc1	9	-11	3	-2.2	0.2	-1	-1.3	1	5
COc1ccnc(NCc2cccc(C(F)(F)F)c2)c1C#N	-11	0	-1	-3.2	-0.1	-2	0.2	3	-13
CCCCCC#CCC#CCC#CCC#CCCCC(=O)O	11	-10	0	1.0	1.4	-3	1.1	8	8
CCOC(=O)C(NCCCCl)c1ccccc1 (centres undefined)	-8	-9	1	0.5	-0.2	3	0.2	-2	-38
Cc1c(/C=N/Nc2ccc([N+](=O)[O-])cn2)c2ccccc2n1Cc1ccccc1	23	-6	-3	0.1	2.3	-1	1.1	-4	-13
CCC(C)Nc1nc(N)c([N+](=O)[O-])c(Nc2ccccc2OC)n1 (centres undefined)	-3	-4	2	-11	-2.2	-3	-0.7	2	25
O=C(NNC(=O)c1ccc(Cl)cc1Cl)c1csc(-c2cccnc2)n1	21	-12	-3	1.9	0.7	-3	0.9	-2	-17
CNc1oc(-c2ccccc2Cl)nc1C#N	-6	-1	-1	0.2	-1.1	-2	-0.1	13*	3
COCc1cc(C)nc(Nc2ccc(C)c(C)c2)c1C#N	4	-1	0	2.0	0.3	-3	-0.3	-1	64
CCCC(C)C(=O)NCc1ccc2c(c1)OCO2 (centres undefined)	11	-5	-2	7.8	-1.0	-4	0.2	1	2
COc1ccccc1NC(=O)c1ccccc1-c1nc(-c2ccccc2OC)no1	6	3	3	-2.8	-1.3	-1	-0.9	1	6
O=C(NCC1CCCO1)c1ccc(NS(=O)(=O)c2cccs2)cc1 (centres undefined)	16	4	-7	1.4	-0.1	0	0.7	-4	14
COc1cc(CNc2ccc(CNc3ncn[nH]3)cc2)ccc1OCC(=O)NC(C)(C)C	13	-14	4	-2.7	1.3	5	-1.0	4	6
CCn1c(/C=C2\C(=O)Nc3ccccc32)nc2ccccc2c1=O	18	-5	6	-1.7	2.6	0	0.9	0	-6
COc1ccc(OC)c(-n2c(-c3cccc(S(=O)(=O)N(C)C)c3)n[nH]c2=S)c1	13	-11	2	0.0	0.5	1	0.4	-2	-11
O=C(c1cccs1)N(c1ccc(Cl)cc1)C1C=CS(=O)(=O)C1 (centres undefined)	24	3	-4	2.5	-1.5	-3	-0.2	-3	-10
Cn1ncc2c(NCc3ccccc3)ncnc21	-19&16	-6&-5	0&3	0.6&1.4	-0.1&0.4	-1&2	-0.5&0.1	-1&1	14&6
FC(F)(F)c1cnc2c(c1)Nc1ccccc1S2	-3	-1	-3	33	0.4	-3	-0.1	0	44
COC(=O)c1ccc(COc2ccc(-c3nn[nH]n3)cc2)cc1	2	-14	4	1.3	1.0	4	0.0	1	8
Cc1ccc(N/N=C2\CS(=O)(=O)N(C)c3ccsc32)cc1	38	2	10	0.3	-1.1	3	-0.5	-3	15
CC(O)c1cccc(NC(=O)CCCc2ccccc2)c1 (centres undefined)	-9	-4	3	1.3	0.8	3	0.5	-2	-4
Cc1ccc(C2=NN(CC(=O)NCc3ccccn3)C(=O)CC2)cc1	0	-8	1	0.3	2.1	-2	1.3	-2	-5
CCOC(=O)c1c(-c2ccccc2)csc1NC(=O)c1cccc(N2C(=O)CCC2=O)c1	8	-2	1	-9.3	-0.3	-4	2.1	-3	50
COc1ccccc1-c1c(NC(=O)C(C)C)n(C)c2ccccc2c1=O	3	-4	-2	4.3	2.6	-3	-0.2	-1	-2
Nc1ccccc1C(=O)N=Nc1[nH]c(N)c2ccccc12	42	-4	12	-2.0	-1.1	3	0.5	-4	-11
Cc1cccc(NC(=O)CN2C(=O)S/C(=C\c3ccc(O)c([N+](=O)[O-])c3)C2=O)c1	16	-2	4	4.3	-0.6	-3	-1.5	-2	13
COC(=O)NNC(=O)COc1ccc(Br)c(C)c1	26	-1	3	-0.1	0.5	0	0.8	0	-6
O=C(NC(=S)NCCc1ccccc1)c1ccccc1	13	-9	-1	-2.1	-1.1	-3	-1.0	-2	27
COc1cc(N/N=C/c2ccc(N(C)C)cc2)ncn1	69*[5 µM]	-6	8	-0.2	-0.2	0	-0.1	4	3

Some of these compounds in order of their number in RBBP9 inh, high to low.
canonical_smiles	RBBP9 inh
Cc1cccc(NC(=O)CN2C(=O)S/C(=C\c3ccc(O)c([N+](=O)[O-])c3)C2=O)c1	-2
COc1ccccc1-c1c(NC(=O)C(C)C)n(C)c2ccccc2c1=O	-4
O=C(NC(=S)NCCc1ccccc1)c1ccccc1	-9

(list continues)
SMILES	PPC-1+TRAIL kill	RBBP9 inh	BaF3 parental	TNF necrop inh	zfTRPN1 agonist	Ba/F3 V617F tox	TRPML3 agonist	Wee1 degr inh	CHOP inhibitor
COc1ccc(/C=N/Nc2nc(-c3cccnc3)nc3ccccc23)cc1OC	-6	1	0	-14	3.1	0	1.6	-5	-11
COC(=O)c1ccc(NC(=S)Nc2ccccn2)cc1	-17	-1	6	-2.0	0.1	-1	0.0	2	-13
COc1cccc(C(=O)COc2ccccc2-c2ccccc2)c1	7	1	3	1.9	-1.8	-2	-0.1	5	29
CC1=C(C(=O)OCc2ccc3c(c2)OCO3)C(c2ccc(F)cc2)NC(=O)N1 (centres undefined)	-27	-8	31*	-4.6	0.8	52*	0.4	2	.
COc1ccc(C(=O)N2CCCC(c3nc(-c4ccc(OC)c(OC)c4)no3)C2)c(OC)c1 (centres undefined)	-4	6	9	-0.9	1.3	7	-0.4	0	17
CCC(=O)Nc1ccc(Oc2ccc(NC(=O)CC)c(NC(=O)CC)c2)cc1	2	-9	5	0.9	0.5	-3	0.4	-1	26
O=C(NNC(=O)C(c1ccccc1)c1ccccc1)c1cccs1	24	-1	8	-2.6	0.7	-1	-0.1	-2	-20
Fc1ccc(Oc2nc(-c3ccccn3)nc3ccccc23)cc1	19	-15	-4	-5.2	-0.4	-2	0.2	-2	-61
COc1cc(N2CCOCC2)ncn1	8	-1	5	-2.8	1.0	1	0.6	1	6
O=C(Nc1nnc(SCc2c(Cl)cccc2Cl)s1)C1CCCO1 (centres undefined)	22	-4	0	-0.4	0.2	-4	0.7	0	19
COC(=O)/C=C/c1ccc2c(c1)OCO2	17	-2	9	-0.3	-1.1	2	0.3	1	-8
CC(CN1CCN(C)CC1)OC(=O)c1ccc(Cl)cc1 (centres undefined)	6	-7	5	-0.6	1.1	-1	0.3	-1	26
O=C1[C@@H]2[C@H](C(=O)N1Cc1cccnc1)[C@H]1C=C[C@@H]2C1	-15	-11	6	0.1	0.3	-1	0.9	1	24
COc1cc(/C=N\NC(=O)CNC(=O)C2COc3ccccc3O2)ccc1O (centres undefined)	1	-1	6	-0.5	0.3	0	0.0	1	7
CC(=O)Nc1cc(N=Cc2ccc(O)cc2O)c(Cl)cc1Cl	10	-8	9	-1.6	1.7	-1	0.8	-1	-2

Looked up above:
Entry for `COC(=O)/C=C/c1ccc2c(c1)OCO2` in CHOP inhibitor: -8
Entry for `O=C1[C@@H]2[C@H](C(=O)N1Cc1cccnc1)[C@H]1C=C[C@@H]2C1` in PPC-1+TRAIL kill: -15
Entry for `CC(CN1CCN(C)CC1)OC(=O)c1ccc(Cl)cc1` (centres undefined) in TNF necrop inh: -0.6
